RTF Ca sens inh: cardiac RTF calcium desensitization | 0.12% of 340,000 active | AID 493244 | inhibition, % at 7.15 µM | IANBD-labeled cardiac RTF, Ca2+ fluorescence;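 active = inhibition above the mean inhibition of all tested compounds plus 3 SD, cut at about 17% in these data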;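 note: assay run at fixed EC70 calcium of 1.6 mM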
Keap1 Nrf2 FP: Keap1-Nrf2 (human) interaction inhibition. inhibition, % at 9.4 µM. Keap1 Kelch-Nrf2 peptide fluorescence polarization, 1536-well. AID 504523. Q14145. 0.15% of 340,000 active; in the data active = inhibition above about 12%;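 note: human Keap1 Kelch domain with fluorescein labeled Nrf2 9mer peptide probe; 0% = neutral control wells and 100% = peptide positive control; higher means more block of Keap1 binding to Nrf2 peptide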
Target sequence (Q14145 whole entry, looked up, the tested form may be a part): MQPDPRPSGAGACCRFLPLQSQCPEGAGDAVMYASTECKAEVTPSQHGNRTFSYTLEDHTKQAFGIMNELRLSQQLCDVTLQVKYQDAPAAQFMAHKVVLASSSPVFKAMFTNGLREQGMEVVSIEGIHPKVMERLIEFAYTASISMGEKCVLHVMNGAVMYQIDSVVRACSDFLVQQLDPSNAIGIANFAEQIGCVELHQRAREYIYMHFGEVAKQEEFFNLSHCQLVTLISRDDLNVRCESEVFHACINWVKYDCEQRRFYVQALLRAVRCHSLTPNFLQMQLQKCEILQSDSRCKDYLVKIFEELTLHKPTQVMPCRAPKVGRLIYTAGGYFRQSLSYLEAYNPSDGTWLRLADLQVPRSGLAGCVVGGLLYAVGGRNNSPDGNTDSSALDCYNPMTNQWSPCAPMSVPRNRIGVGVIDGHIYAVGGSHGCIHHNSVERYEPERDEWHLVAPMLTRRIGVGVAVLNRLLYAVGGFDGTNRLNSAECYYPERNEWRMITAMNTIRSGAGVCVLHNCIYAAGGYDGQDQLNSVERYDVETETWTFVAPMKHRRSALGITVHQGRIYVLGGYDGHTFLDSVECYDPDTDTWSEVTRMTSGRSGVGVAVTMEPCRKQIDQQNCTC
PvdQ inh: P. aeruginosa PvdQ acylase inhibition | purified PvdQ acylase, fluorescence plate reader | inhibition, % at 10 µM | 0.063% of 340,000 active; in the data active = inhibition above about 30%, passing the limit was not always enough;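 note: 0% = vehicle neutral wells and 100% = reference inhibitor wells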
NSD2 inh: inhibitors of human histone methyltransferase NSD2 | O96028 | NSD2 peptide methylation, AlphaScreen, 120 min | inhibition, % at 12.5 µM | 0.54% of 310,000 active; in the data active = inhibition above about 50%
SUMO Mot1 rescue: inhibitors of SUMOylation pathway: yeast Mot1-301 growth rescue. AID 2716. growth rescue, % at 18.8 µM. S. cerevisiae Mot1-301 growth rescue, ATP luminescence, 38.5C; percent above DMSO median, 100 means doubled. 1% of 320,000 active;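 active = every valid replicate shows activation above 250% relative to neutral control wells; inactive = the rest, any valid replicate at or below 250%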;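 note: OY570 slx delta 5 strain wells were the positive control but not used for scaling; some compounds called inactive have numbers as strong as hits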
Rtt109 Vps75: blocks Candida albicans Rtt109/Vps75 acetyltransferase activity; AID 540336; Q5AAJ8; purified Rtt109/Vps75, ThioGlo CoA-SH fluorescence, 4 h; 0.16% of 330,000 active; inhibition, % at 34.9 µM;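 active = inhibition of at least 50% in every replicate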
PfHsp90 yeast 2: reduces growth (ATP signal) of yeast expressing P. falciparum Hsp90 | S. cerevisiae expressing PfHsp90, BacTiter-Glo ATP, 48 h; yeast lacking PDR1 and PDR3 efflux regulators | 0.32% of 310,000 active | inhibition, % at 9.4 µM | AID 504621;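 active = every replicate shows inhibition above about 80%, whatever the replicate mean, limit read from the data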;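 note: 0% = DMSO neutral controls and 100% = 20 µM radicicol positive controls; yeast relying on Plasmodium falciparum Hsp90 in place of its own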
dFosB activator: activators of mouse delta FosB homodimer; P13346; purified delta FosB, TAMRA-CDK5 oligo fluorescence polarization; percent of positive-control signal above neutral wells; activation, % at 25 µM; 0.99% of 340,000 active; AID 493131;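 active = mean activation above about 17%, with every replicate also reaching it, limit read from the data, passing the limit was not always enough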;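 note: fluorescence polarization rise as delta FosB binds a TAMRA Cdk5 AP-1 oligo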
Target sequence (P13346 whole entry, looked up): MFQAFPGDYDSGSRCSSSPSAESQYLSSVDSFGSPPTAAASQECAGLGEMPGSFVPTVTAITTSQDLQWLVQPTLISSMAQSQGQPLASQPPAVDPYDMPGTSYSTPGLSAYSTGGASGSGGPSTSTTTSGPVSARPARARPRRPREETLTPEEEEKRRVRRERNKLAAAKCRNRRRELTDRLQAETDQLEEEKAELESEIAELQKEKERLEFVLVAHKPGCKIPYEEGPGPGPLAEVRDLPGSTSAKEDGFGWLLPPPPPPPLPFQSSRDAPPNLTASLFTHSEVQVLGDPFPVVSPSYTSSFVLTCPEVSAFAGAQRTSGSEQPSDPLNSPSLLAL
RTF Ca sens act: cardiac RTF calcium sensitization; P19429+P45379; IANBD-labeled TnC RTF fluorescence at EC20 calcium; 0% EC20 calcium, 100% full calcium; activation, % at 7.2 µM; 0.24% of 340,000 active; AID 493008;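 active = activation above the mean over all tested compounds plus 3 SD, cut at about 30% in these data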;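 note: rise in fluorescence read as greater calcium sensitivity of cardiac thin filaments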
LANA DNA inh: blocks KSHV LANA C-terminal domain binding to DNA; MBP-C-LANA/FAM-LBS DNA binding, fluorescence polarization; inhibition, % at 9 µM; 0.078% of 340,000 active; AID 504423;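 active = highest replicate inhibition at or above 60% at 9 µM, even if other replicates fall short; inactive = all replicates below 60% inhibition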;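 note: 0% = neutral control wells and 100% = 4 µM acridine orange control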
CDK5 p35 inh: CDK5/p35 (human) kinase inhibition; Recombinant CDK5/p35, ADP-Glo luminescence, 60 min; AID 488839; 0.01% of 330,000 active; inhibition, % at 10 µM; Q00535+Q15078;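 active = highest replicate inhibition of at least 50% and at least 75% of replicates reaching 50%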;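 note: plate controls were DMSO neutral control for no effect and GW8510 at 10 µM for full effect; many of its hits are not listed in these tables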
* marks the source's active call; other numbers are inactive results; nt = not tested or not shown.

Below each SMILES: RTF Ca sens inh, Keap1 Nrf2 FP, PvdQ inh, NSD2 inh, SUMO Mot1 rescue, Rtt109 Vps75, PfHsp90 yeast 2, dFosB activator, RTF Ca sens act, LANA DNA inh, CDK5 p35 inh
Cc1ccccc1NC(=O)CSc1nnc(Cc2ccccc2)c(=O)n1N
 : -8.6, -3.3, -12.6, 2.4, -13.0, 2.3, -34.3, 5.0, -5.2, 0.4, -0.6
CSc1ncccc1C(=O)OCc1nc2ccsc2c(=O)[nH]1
 : -6.2, 0.3, -7.4, -0.7, 27.1, 0.7, nt, -8.9, 4.5, -1.8, -0.3
Cc1nn(CC(=O)NCc2ccccc2)c(=O)c2cccn12
 : -6.2, -2.1, -1.6, -2.0, 0.6, -0.7, -1.6, 2.8, 2.2, 1.9, 1.1
Cc1c(C2C(C#N)=C(N)OC3=C2C(=O)CCC3)cnn1C (stereo not given)
 : -1.9, -0.2, -16.7, -2.6, -13.7, 11.7, -19.3, 4.1, -5.0, 1.0, 1.4
O=C(CCC(=O)Nc1ccccc1)NNC(=O)CCc1ccccc1
 : 0.8, 0.7, -6.5, -1.5, 10.2, 3.5, 12.0, 8.4, -2.2, 1.3, 2.2
c1ccc(-c2nc(-c3ccc(-c4ccon4)s3)no2)cc1
 : -6.9, -1.0, 1.4, -2.6, -2.3, 4.6, -7.6, -5.6, -0.8, -1.0, 1.0
C/C(=N\Nc1ccc(S(=O)(=O)Nc2ccccc2)cc1[N+](=O)[O-])c1ccc(N2CCOCC2)cc1
 : -2.2, 4.2, 4.8, 0.3, -9.5, -1.9, 9.8, -13.4, -2.9, 1.1, -0.9
CCc1ccc(CN2CCC(C(=O)Nc3ccc(Oc4ccccc4)nc3)CC2)o1
 : -3.5, -4.0, -14.8, 9.6, 39.2, 3.0, -26.2, -12.9, 5.8, 0.5, 1.2
Cc1csc(Nc2ccccc2)[n+]1C
 : -7.7, 6.8, -8.9, 2.9, 183.2, 0.0, 26.0, -0.7, 1.6, 2.2, 0.8
CCN(CC)S(=O)(=O)c1ccc(OCC(=O)NCc2ccco2)cc1
 : -10.8, -5.2, 3.8, 3.6, nt, 36.3, -14.4, -11.8, 0.1, -1.6, 7.4
CCc1ccc2oc(=O)cc(CN3CCOCC3)c2c1
 : 3.9, -1.3, 15.9, -2.2, -11.9, 0.4, 20.3, 0.4, -5.3, 0.6, -0.3
CCN(CC)c1ccc(/C=N/NC(=O)c2cnccn2)c(O)c1
 : -0.3, -1.8, -4.6, 1.0, 69.1, -10.4, -21.7, -11.1, 3.5, 9.1, -0.4
CN(C)C(=O)CCc1ccc2c3c([nH]c2c1)[C@]1(C)[C@@H](C(=O)N2CCCCC2)C[C@H](CC(=O)NCCc2ccccn2)C(=O)N1CC3
 : -8.3, -2.5, -6.7, nt, nt, 2.1, -3.6, 0.6, 2.5, -2.0, -3.7
COc1cccc(C2CC(c3ccccc3C)n3nc(N)nc3N2)c1 (stereo not given)
 : -0.9, 0.8, -13.3, nt, 58.1, 5.3, nt, -5.5, 1.4, -0.6, -0.8
CCC1CCCCN1C(=O)NC(=O)c1ccccc1 (stereo not given)
 : -2.1, -3.4, -15.7, 9.1, -5.3, -23.0, -3.4, 5.9, 1.6, -0.3, -1.5
Cc1ccc(NS(=O)(=O)c2ccc3c(c2)NC(=O)CC(=O)N3)cc1C
 : -16.8, -1.0, -10.4, 0.3, 0.5, -0.6, 6.1, -4.4, -1.4, -0.6, 0.3
COc1cc(-c2nc(-c3ccc4c(c3)-c3ccccc3S4(=O)=O)c(-c3ccccc3)[nH]2)cc(OC)c1OC
 : -10.7, -5.3, -11.8, 40.6, -6.6, -2.7, -15.0, -6.4, 8.0, -1.0, 0.2
COC(=O)c1cnn(C(=O)c2cc(OC)ccc2Br)c1N
 : -12.2, -3.4, -9.6, 1.4, 9.9, 12.5, 4.1, 2.4, 4.5, -2.3, -2.0
COc1ccc(S(=O)(=O)Nc2cc(SCC(=O)O)c(O)c3ccccc23)cc1
 : 7.7, -43.8, -2.1, 121.1*, 20.9, -6.6, 9.8, -4.0, -3.0, 2.0, 9.9
O=C(CCSCCC(=O)NN=Cc1ccccc1O)NN=Cc1ccccc1O
 : -0.8, 2.9, -2.4, -0.2, nt, -6.5, nt, 35.6*, -1.6, 0.2, -2.6
CNc1oc(-c2ccccc2Cl)nc1C#N
 : 2.3, -2.1, -17.7, 10.1, -7.0, -2.2, -25.3, -2.1, -4.9, -0.4, 0.6
O=C(O)CSC12CC3CC(C1)CC(C(=O)O)(C3)C2
 : 6.5, -6.0, 6.1, -6.2, -11.3, -5.8, 14.9, 2.9, 3.3, 0.2, -1.3
O=C(Nc1ccc(S(=O)(=O)N2CCCC2)cc1)c1ccc([N+](=O)[O-])o1
 : -3.8, -0.9, -2.4, 3.7, 8.2, -4.4, -9.0, -16.9, 9.3, 0.3, -0.7
CCOC(=O)c1ccc(N=C2SC(C(=O)NC)CC(=O)N2CCc2ccccc2)cc1 (stereo not given)
 : -5.8, -0.7, -13.0, -2.6, -0.3, 3.7, -14.8, -10.5, 2.1, 0.3, 0.9
O=c1[nH]c(/C=C\c2cccnc2)c([N+](=O)[O-])c(=O)[nH]1
 : -4.3, 1.0, -16.1, 1.7, -10.2, -7.0, -15.2, -6.2, 1.9, -0.1, -0.9
O=C(/C=C/c1ccco1)NCC1COc2ccccc2O1 (stereo not given)
 : -5.9, -4.5, -0.9, 0.3, 11.9, 8.2, 2.2, -20.5, -3.9, -1.1, -0.6
O=C(COc1coc(CN2CCCc3ccccc32)cc1=O)Nc1cccc([N+](=O)[O-])c1
 : -13.3, 1.3, 1.9, 2.3, -0.1, -0.9, -31.9, 10.1, -5.5, -1.8, -0.3
CC1CCCC(C)N1NC(=S)Nc1ccc(OC(F)F)cc1 (stereo not given)
 : -0.3, -2.4, -3.4, 0.7, 4.0, 0.4, 31.9, -1.0, -4.3, 0.1, -1.6
CCSc1nnc(-c2cccc(S(=O)(=O)N(C)C)c2)n1-c1cc(OC)ccc1OC
 : -7.3, 0.2, -10.7, -4.5, -6.3, 1.2, -17.7, -9.1, -2.8, 0.0, -0.4
CCOc1ccc(CN2CCN(Cc3cc4c(cc3Cl)OCO4)CC2CCO)cc1 (stereo not given)
 : -3.0, -3.3, -13.0, 3.2, -4.7, -3.8, 8.5, -2.5, 2.3, -1.7, 1.2
COCCCNC(=S)NNC(=O)C1CC1c1ccc(C(C)(C)C)cc1 (stereo not given)
 : -1.1, -1.7, -5.2, -1.4, nt, 2.6, -1.8, -8.7, -2.7, -1.1, -1.0
CC(=O)c1cccc(NC(=O)CCS(=O)(=O)c2cccc3nsnc23)c1
 : -17.6, 1.2, 9.8, -1.8, 12.5, 14.6, nt, -6.9, 6.6, -1.7, 0.3
CCOC(=O)C(C)(C)NS(=O)(=O)c1ccc(Cl)c([N+](=O)[O-])c1
 : -8.8, -5.9, -10.8, 0.0, -4.9, -9.0, 12.9, -11.3, 7.7, -0.6, 0.1
CC(C)Oc1ccc(C(=O)NC(=S)N2CCOCC2)cc1
 : 2.1, -0.3, -2.5, -1.6, 7.8, 1.3, -2.8, -0.9, -1.9, -1.7, -2.2
CCCc1nc2ccccc2c(C(=O)OC2CCOC2=O)c1CC (stereo not given)
 : -0.9, -0.2, 0.8, -0.5, -8.3, 4.0, -4.3, 6.8, -3.8, 0.4, -0.5
COc1cc(/C=C/C(=O)OC(C)C(=O)NC2CCCCC2C)cc(Cl)c1OC (stereo not given)
 : -2.7, -1.9, -8.8, -1.3, -18.0, 11.5, -9.0, -1.0, -5.6, 0.5, -0.3
O=C(c1ccco1)N1CCN(C(=O)C2CC(=O)N(c3ccccc3)C2)CC1 (stereo not given)
 : -2.0, -1.7, 2.0, -0.7, -2.6, -11.5, 19.6, -2.2, 5.6, -0.3, -0.9
Cn1c(=O)c2c(nc(N3CCOCC3)n2CCCNC2=NCCCCC2)n(C)c1=O
 : 3.0, -5.0, -7.5, -0.5, 82.3, 13.8, nt, 2.4, 5.4, -0.2, -0.6
Cc1cccc(S(=O)(=O)NC2CCCCCCC2)c1
 : -3.8, -3.3, -4.1, -7.5, 24.9, 16.7, -1.7, -3.7, -1.4, -1.2, -0.8
O=C(c1sc2cc([N+](=O)[O-])ccc2c1Cl)N1CCCCC1
 : 12.1, -1.6, 7.6, 3.9, 3.2, 0.0, nt, 7.9, 0.6, 1.6, 0.1
O=C(CN1C(=O)NC2(CCCCC2)C1=O)Nc1cc(C(F)(F)F)ccc1N1CCCCC1
 : -8.4, -4.6, -15.9, -0.5, -7.3, 10.5, -22.8, -11.5, -17.5, 0.1, 1.9
CN(C)/N=C/c1ccc(OC(=O)c2cccc([N+](=O)[O-])c2)cc1
 : -5.7, -1.9, 7.2, -1.6, -2.7, -3.4, -8.6, -3.3, -0.4, -0.8, 2.6
CCc1cc2c(=O)c(-c3ccc(F)cc3)c(C)oc2cc1OCC(=O)O
 : -8.2, 0.4, -15.7, -5.0, 203.3, 1.8, 3.7, -6.9, 4.6, 0.6, -1.1
Cc1cccc(-n2cnc3c(sc4nc(N5CCOCC5)c5c(c43)CCCC5)c2=O)c1
 : -0.9, 2.1, -14.7, -1.7, -9.8, 3.4, -4.0, -5.0, 2.0, 0.8, 1.1
COc1ccc(OCCCC(=O)OCC(=O)Nc2c(C)nn(-c3ccccc3)c2C)cc1
 : 4.7, -4.0, -14.3, 1.5, -13.8, -3.9, -6.2, 6.6, 1.2, 0.3, 0.2

NSD2 inh: entries above that show a hit
SMILES	Keap1 Nrf2 FP	PvdQ inh	NSD2 inh	SUMO Mot1 rescue	Rtt109 Vps75	PfHsp90 yeast 2	dFosB activator	LANA DNA inh	CDK5 p35 inh
COc1ccc(S(=O)(=O)Nc2cc(SCC(=O)O)c(O)c3ccccc23)cc1	-43.8	-2.1	121.1*	20.9	-6.6	9.8	-4.0	2.0	9.9

Bioassay records (PubChem)

Compounds were not picked by outcome; about 3.2% have a hit in one of these screens.
